Bioassay records deposited in PubChem by several laboratories.
DNA FID counter – displaces DNA intercalator in HCV helicase counter-screen; 290,000 tested, 0.17% active; DNA fluorescent intercalator displacement, fluorescence; inhibition, % at 7.9 µM; AID 1845; in the data active = inhibition above about 37%;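 note: 0% = vehicle and 100% = reference compound; higher means more ethidium bromide displaced from hairpin DNA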
GPR7 antag – antagonists of human GPR7 (neuropeptides B/W receptor 1); P48145; GPR7-expressing cells, fluorescence antagonist assay; inhibition, % at 4.4 µM; 290,000 tested, 1.1% active; AID 1861; in the data active = inhibition above about 16%, passing the limit was not always enough;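 note: cells stimulated with the agonist NPW; 0% = agonist with vehicle and 100% = vehicle without agonist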
Target sequence (P48145 whole entry, looked up): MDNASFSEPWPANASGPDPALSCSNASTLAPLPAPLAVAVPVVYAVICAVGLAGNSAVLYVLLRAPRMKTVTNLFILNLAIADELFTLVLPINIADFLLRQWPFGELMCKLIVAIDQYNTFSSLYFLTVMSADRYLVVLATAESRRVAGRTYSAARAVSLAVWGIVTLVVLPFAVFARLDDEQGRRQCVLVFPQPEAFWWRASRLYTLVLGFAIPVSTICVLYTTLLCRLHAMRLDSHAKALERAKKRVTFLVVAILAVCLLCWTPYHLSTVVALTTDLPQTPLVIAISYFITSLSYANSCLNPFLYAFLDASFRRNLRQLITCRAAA
GalR3 antagonist – antagonists of human GalR3; AID 651719; 360,000 tested, 0.44% active; O60755; HEK293 GalR3-CNG cAMP membrane potential fluorescence; galR3 body fused to GalR1 C-terminus; inhibition, % at 3 µM;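 active = inhibition above the screen-wide average plus 3 SD, cut at about 13% in these data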;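 note: forskolin and galanin both at EC90 stimulate the cells; cAMP rise reported by CNG channel membrane potential dye signal; 0% = forskolin plus galanin with DMSO and 100% = forskolin alone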
OXTR agonist – activates the human oxytocin receptor | AID 2435 | activation, % at 3 µM | P30559 | 320,000 tested, 0.32% active | CHO-OTR cells, Fluo-8 calcium fluorescence; normalized: DMSO 0%, oxytocin 100%;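 active = activation above the mean of all tested compounds plus 3 SD, cutoff set per screening run, cut at about 20% in these data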;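 note: peak over basal fluorescence ratio from a 100 s FLIPR kinetic read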
IMP-1 inh – inhibitors of Pseudomonas aeruginosa IMP-1 metallo-beta-lactamase; purified IMP-1, nitrocefin hydrolysis, epi-absorbance fluorescence; inhibition, % at 5.6 µM; 290,000 tested, 0.45% active; AID 1556;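 active = inhibition above the mean plus 3 SD of all compounds in the same screening run, cut at about 4.5% in these data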;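 note: 0% = IMP-1 with DMSO and 100% = DMSO wells lacking enzyme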
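System – purified recombinant IMP-1 beta-lactamase · Input – IMP-1 dispensed at 0.2 nM · Timing – 15 min preincubation plus 25 min reaction at 25 °C · Signal – Epi-absorbance fluorescence, 480 nm excitation, 530 nm emission · Measure – percent IMP-1 inhibition derived from blank-referenced optical density · Controls – Enzyme-plus-DMSO low control, enzyme-free DMSO high control · Replication – singlicate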
NS3 helicase inh – HCV NS3 helicase inhibition; NS3 helicase DNA unwinding, Cy5 molecular beacon fluorescence; inhibition, % at 10.9 µM; 290,000 tested, 0.56% active; AID 1800;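 active = inhibition above the mean of all tested compounds plus 3 SD, set per campaign, cut at about 35% in these data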;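 note: 0% = DMSO wells and 100% = thioflavine S control wells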
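Measured by: Cy5 fluorescence, 0 and 60 min reads / Assay system: NS3 helicase fragment of HCV / Control set: low DMSO, high thioflavine S at 110 µM / Times: 1 h reaction at 25 °C, ATP-initiated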
VIM-2 inhibitor – blocks Pseudomonas aeruginosa VIM-2 metallo-beta-lactamase | inhibition, % at 5.6 µM | purified VIM-2, nitrocefin hydrolysis, epi-absorbance fluorescence | 290,000 tested, 0.89% active | AID 1527;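 active = inhibition above the mean of all tested compounds plus 3 SD, cutoff set per screening run, cut at about 7.5% in these data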;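 note: red hydrolysis product quenches plate fluorescence so inhibitors raise well fluorescence; 0% = enzyme with DMSO and 100% = DMSO without enzyme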
V1R ag counter – counter-screen for oxytocin receptor agonists: human V1a receptor agonists. P37288. CHO-V1R cells, Fluo-8 calcium fluorescence, agonist mode; 0% DMSO, 100% 3 nM vasopressin. activation, % at 3 µM. 320,000 tested, 0.25% active;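 active = activation above the mean activation of all tested compounds plus 3 SD, per screening run, cut at about 20% in these data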;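 note: signal is peak over basal fluorescence ratio across a 100 second FLIPR read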
Target sequence (P37288 whole entry, looked up): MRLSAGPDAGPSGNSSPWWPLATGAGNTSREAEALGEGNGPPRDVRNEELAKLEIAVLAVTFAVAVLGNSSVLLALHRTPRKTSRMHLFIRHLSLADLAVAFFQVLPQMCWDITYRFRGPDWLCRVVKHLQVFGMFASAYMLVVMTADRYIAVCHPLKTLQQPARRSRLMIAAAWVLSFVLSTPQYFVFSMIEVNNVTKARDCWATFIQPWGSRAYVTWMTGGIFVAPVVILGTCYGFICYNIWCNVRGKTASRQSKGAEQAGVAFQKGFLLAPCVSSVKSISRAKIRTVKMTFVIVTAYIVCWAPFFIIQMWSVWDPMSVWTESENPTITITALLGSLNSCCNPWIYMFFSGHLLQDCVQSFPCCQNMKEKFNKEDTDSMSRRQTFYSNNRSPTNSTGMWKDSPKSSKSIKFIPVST
PHOSPHO1 inh – inhibitors of human PHOSPHO1 phosphatase; inhibition, % at 13.3 µM; recombinant PHOSPHO1, absorbance phosphatase assay; 290,000 tested, 1.1% active; AID 1565; in the data active = inhibition above about 60%
Target sequence (Q8TCT1 whole entry, looked up): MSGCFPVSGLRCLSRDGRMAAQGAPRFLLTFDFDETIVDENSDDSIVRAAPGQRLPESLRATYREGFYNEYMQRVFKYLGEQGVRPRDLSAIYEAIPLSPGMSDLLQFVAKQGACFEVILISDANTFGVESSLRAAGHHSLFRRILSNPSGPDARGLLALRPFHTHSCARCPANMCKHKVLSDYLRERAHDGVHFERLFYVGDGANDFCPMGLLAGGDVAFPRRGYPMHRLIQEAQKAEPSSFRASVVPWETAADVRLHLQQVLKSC
* marks the source's active call; other numbers are inactive results; / = no result given; & = joins results of further samples. Random draw from the library. About 4.3% of those tested had a hit in this group.

SMILES | DNA FID counter | GPR7 antag | GalR3 antagonist | OXTR agonist | IMP-1 inh | NS3 helicase inh | VIM-2 inhibitor | V1R ag counter | PHOSPHO1 inh
O=C(CSC1CS(=O)(=O)c2cc([N+](=O)[O-])ccc21)NNC(=O)c1ccccc1 (stereo unspecified) | 2 | -10 | 0 | 1.0 | -1.0 | -4 | -1.8 | -0.7 | 42
O=[N+]([O-])c1ccccc1S(=O)(=O)NCc1ccco1 | 2 | -17 | 7 | 0.8 | -2.7 | 1 | -3.0 | 0.6 | -17
C=CCn1c(N2CCCCCC2)nc2c1c(=O)n(C)c(=O)n2C | -23 | -9 | / | 1.3 | -3.1 | -1 | -1.2 | 3.7 | -1
O=C(OCC(O)COC(=O)c1cccnc1)c1cccnc1 | -1 | -1 | -11 | 0.1 | -1.1 | 5 | -0.3 | 0.7 | 37
CN1CCN(C(=O)c2cc3c(C(F)(F)F)nn(C)c3s2)CC1 | 1 | 7 | 2 | 0.5 | -0.7 | -4 | 2.1 | 0.2 | 17
Cc1nc(SCC(N)=O)c([N+](=O)[O-])[nH]1 | 2 | 2 | -2 | 1.2 | -1.3 | -9 | -0.8 | 1.1 | 16
COC(=O)c1ccc(CNC(=O)COC(=O)COc2ccc(OC)cc2)cc1 | 0 | -7 | 2 | -2.0 | -4.6 | -2 | -2.0 | -0.6 | 24
CN(C)CCC(c1ccccc1)c1ccccn1 (stereo unspecified) | -9 | -1 | -4&-4 | -0.3&0.6 | -1.0 | 11 | -1.3 | 0.6&0.4 | -6
CCCN(C(=O)CSc1nnnn1-c1ccccc1OC)C1CCS(=O)(=O)C1 (stereo unspecified) | -16 | -12 | -4 | -0.6 | -1.5 | -3 | -2.1 | 0.2 | 29
COc1ccc(OC)c(NC(=O)CSc2nnc3ccc(-c4ccncc4)nn23)c1 | -2 | -21 | 9 | 0.0 | -2.3 | 9 | -1.2 | -0.2 | -19
O=C(O)c1cc(-c2ccccn2)n[nH]1 | 3 | 14 | -4 | 0.1 | -3.4 | 4 | -1.9 | -0.5 | 11
O=C(Nc1ccccc1C(=O)O)c1ccc(NC(=O)C2CCCO2)cc1 (stereo unspecified) | -20 | -2 | -2 | -0.9 | -3.0 | 16 | -1.6 | -0.4 | 28
CCCC(=O)NC(c1ccc(OC)cc1)c1c(O)ccc2ccccc12 (stereo unspecified) | -21 | -5 | -9 | -1.7 | -2.4 | -10 | -2.2 | -0.8 | 11
CCC1C(=O)c2ccccc2N(C)C1=O (stereo unspecified) | 1 | 8 | -4 | 1.0 | -1.2 | -1 | 1.9 | 2.1 | -7
COc1cc2c(cc1NC(=O)CCCN1C(=O)CCC1=O)oc1ccccc12 | -18 | -4 | 1 | -0.7 | 1.6 | -6 | -1.3 | 0.1 | -3
Nc1ccc(S(=O)(=O)N2CCCC2)cc1Cl | -1 | -12 | -2 | 0.5 | -2.1 | -9 | -3.1 | -0.8 | 16
CCC(C)NC(=O)CC(NS(=O)(=O)c1ccc(Cl)cc1)c1ccco1 (stereo unspecified) | -4 | -2 | -7 | -0.1 | -3.8 | 4 | -4.3 | -1.1 | 51
O=C1N/C(=C/c2cccn2-c2ccc(F)cc2)C(=O)N1Cc1ccccc1F | -10 | -4 | -10 | -1.0 | -1.7 | 10 | 0.0 | 0.3 | -2
CC(=O)NC1(C(F)(F)F)NC(=O)N(c2ccc(F)cc2)C1=O (stereo unspecified) | 3 | 2 | -3 | 1.0 | -1.9 | -4 | -1.3 | 0.8 | 34
Cc1cnc(NC(=O)Cc2ccc(Br)cc2)s1 | 2 | -17 | -9 | -2.1 | -1.7 | 10 | -2.6 | 0.7 | /
NC(=O)CC(NC(=O)Cc1ccc(Cl)cc1)c1ccc(NCc2ccccc2)c([N+](=O)[O-])c1 (stereo unspecified) | / | / | -5 | -0.7 | / | / | / | -0.3 | 48
CNC(=O)COC(=O)c1ccccc1Oc1ccccc1 | -8 | -13 | -2 | -0.4 | -3.4 | 9 | -4.0 | 0.0 | 21
O=C(CSc1nnc(-c2cccnc2)n1Cc1ccccc1)NCc1ccccc1 | -18 | -3 | -4 | -1.6 | -2.4 | -6 | -3.2 | 4.4 | 20
COc1ccc(OC)c(/C=N/NC(=O)c2nnn(-c3nonc3N)c2-c2cccs2)c1 | -28 | -8 | -8 | 6.3 | -1.4 | -9 | 0.3 | 9.5 | 8
O=C(CSc1c2c(nc3ccccc13)CCCC2)NCc1ccco1 | -13 | -11 | 0 | -1.2 | 0.4 | 16 | 0.4 | -0.6 | -1

6 compounds out of the list above, sorted by their value in PHOSPHO1 inh, largest number first:
canonical_smiles	PHOSPHO1 inh
COC(=O)c1ccc(CNC(=O)COC(=O)COc2ccc(OC)cc2)cc1	24
CNC(=O)COC(=O)c1ccccc1Oc1ccccc1	21
CN1CCN(C(=O)c2cc3c(C(F)(F)F)nn(C)c3s2)CC1	17
Nc1ccc(S(=O)(=O)N2CCCC2)cc1Cl	16
COc1cc2c(cc1NC(=O)CCCN1C(=O)CCC1=O)oc1ccccc12	-3
COc1ccc(OC)c(NC(=O)CSc2nnc3ccc(-c4ccncc4)nn23)c1	-19

(cont.)
SMILES | DNA FID counter | GPR7 antag | GalR3 antagonist | OXTR agonist | IMP-1 inh | NS3 helicase inh | VIM-2 inhibitor | V1R ag counter | PHOSPHO1 inh
O=C(O)CS(=O)CC(=O)NCc1cccc(C(F)(F)F)c1 (stereo unspecified) | 0 | -11 | -1 | 0.6 | -0.4 | -1 | -1.8 | 0.8 | 38
Cc1cc(C)c(C#N)c(SCCN2CCCCC2)n1 | -2 | 6 | -7 | / | -3.6 | -3 | -1.7 | / | 19
COc1ccc(Cc2nc3ccc(C(=O)N4CCC(N(C)C)C4)cc3o2)cc1 (stereo unspecified) | -5 | -16 | 0 | -0.2 | -2.1 | -5 | 3.5 | 0.2 | 32
COC(=O)CSc1nnc(-c2cccnc2)n1C | -4 | -7 | 9 | 0.1 | -2.3 | -16 | -3.8 | 1.9 | 13
Cc1oc(-c2ccc3c(c2)OCCO3)cc1C(=O)NCC(=O)O | -4 | -5 | 9 | 0.8 | -3.9 | 4 | -2.5 | 0.3 | 8
CCSc1nnc(Cn2c(=O)sc3ccccc32)n1-c1ccc(OC)cc1 | -14 | -8 | 1 | 0.1 | -2.3 | -7 | -2.5 | -1.1 | 0
COCCc1nnc(NC(=O)Cc2ccccc2)s1 | -5 | 5 | 1 | -1.5 | 0.2 | -1 | 2.1 | 1.1 | 11
COc1ccc(C(=O)NCCOC(C)C)cc1OC1CCN(C(C)=O)CC1 | -10 | -10 | -7 | 0.7 | -3.7 | 7 | -3.3 | 1.3 | /
COc1cccc(-c2nc(CS(=O)CC(=O)NCCc3ccccc3)c(C)o2)c1 (stereo unspecified) | -50 | -4 | 5 | -1.3 | -3.9 | 1 | -3.1 | 0.2 | 42
CN(C)c1ccc(C(=O)NCc2ccc3c(c2)CCO3)cc1 | -7 | -16 | -4 | -0.2 | -1.2 | -2 | -0.8 | 0.5 | -1
CN(C)N1C(N)=C(C#N)C(c2ccc3c(c2)OCO3)C2=C1CCCC2=O (stereo unspecified) | -8 | -4 | -5 | -0.4 | -1.1 | -5 | -0.6 | -0.3 | 18
O=C(CN1C(=O)NC2(CCCC2)C1=O)N1CCN(S(=O)(=O)c2ccccc2F)CC1 | -10 | -16 | -3 | -0.2 | -1.5 | 0 | -1.7 | 1.3 | 29
Nn1c(SCc2cccc(F)c2)nnc1-c1ccncc1 | -3 | 6 | -5 | -0.4 | -2.3 | 25 | -0.2 | 1.1 | 42
COC(=O)[C@H](CCSC)NC(=O)NCc1ccccc1F | 7 | -5 | -4 | -1.3 | -4.5 | 9 | -2.4 | -0.5 | 19
O=C(Nc1nc2ccccc2[nH]1)C1CCN(S(=O)(=O)c2cccs2)CC1 | -13 | -4 | -5 | 5.8 | -3.6 | -1 | -1.8 | 9.6 | 16
O/N=C/c1cccc[n+]1CCCCCC[n+]1ccccc1/C=N/O | 15 | 1 | -3 | / | 0.1 | 6 | -0.4 | / | 44
CCc1cccc(NC(=O)Cn2c(=O)c3cccn3c3ccccc32)c1 | -28 | 1 | -10 | -0.1 | 0.1 | 5 | -3.1 | 0.6 | 38
COc1ccc(C)cc1Nc1nnc(C)c(=O)[nH]1 | 3 | 12 | -6 | 0.3 | -0.3 | -8 | 2.4 | 0.7 | 20
Cc1cn(COC/C=C/c2ccccc2)c(=O)[nH]c1=O | 1 | 6 | -3 | 1.7 | -0.6 | -12 | -1.2 | 0.5 | 1
Cc1cc(C)c(NC(=O)C2CCCN2CCC(C)C)c(C)c1 (stereo unspecified) | -4 | -4 | 1 | -0.8 | -1.5 | 7 | -1.3 | 0.9 | -23
CCN(CC)c1ccc(S(=O)(=O)N2CCOCC2)cc1NC(=O)COC(=O)COc1ccccc1C | -49 | 2 | -2 | -0.3 | -1.8 | -20 | -1.1 | 0.8 | 32
COc1ccc(C(CC(=O)c2ccccc2)S(=O)(=O)c2ccc(C)cc2)cc1 (stereo unspecified) | -2 | 5 | 6 | -1.4 | -2.1 | -2 | -1.2 | -0.4 | 39
Cc1ccc(NC(=O)c2cc(Cl)ccc2[N+](=O)[O-])cc1C | 9 | 1 | -3 | -2.5 | -2.5 | -4 | -0.7 | -1.6 | 0
COc1ccc(CN2CCN(CCC(C)C)C(CCO)C2)cc1Cn1cccn1 (stereo unspecified) | 3 | -5 | 0 | 0.1 | -2.9 | -7 | -4.4 | 0.0 | 28
CN1CCN(C(=O)c2cc3cc(F)ccc3[nH]2)CC1 | 1 | -12 | -9 | / | -2.1 | -8 | 0.7 | / | 52
Cc1ncc(C[n+]2csc(CCO)c2C)c(N)n1 | 4 | -2 | -1&-1 | 0.2&0.6 | -1.1 | -1 | -2.1 | 2.5&0.0 | -47
COc1cccc(-c2cc(C(=O)N3CCN(c4ccc(F)cc4)CC3)no2)c1 | -13 | -10 | -5 | -0.3 | -2.3 | -6 | -2.4 | 0.8 | 28

Entries of single compounds as entered above. Order of screens: DNA FID counter, GPR7 antag, GalR3 antagonist, OXTR agonist, IMP-1 inh, NS3 helicase inh, VIM-2 inhibitor, V1R ag counter, PHOSPHO1 inh
COc1ccc(C(=O)NCCOC(C)C)cc1OC1CCN(C(C)=O)CC1 is listed with -10, -10, -7, 0.7, -3.7, 7, -3.3, 1.3, /
Cc1oc(-c2ccc3c(c2)OCCO3)cc1C(=O)NCC(=O)O is listed with -4, -5, 9, 0.8, -3.9, 4, -2.5, 0.3, 8
Cc1ccc(NC(=O)c2cc(Cl)ccc2[N+](=O)[O-])cc1C is listed with 9, 1, -3, -2.5, -2.5, -4, -0.7, -1.6, 0
